Source: PubChem BioAssay (Southern Research Specialized Biocontainment Screening Center)
VEEV TC-83 Vero: inhibitors of VEEV TC-83 cytopathic effect, confirmation, Vero cells (AID 588727) | Vero cells, VEEV TC-83 cytopathic effect inhibition; higher % means a stronger effect | inhibition, % at 20 µM; hits with a dose series show IC50 in µM | hit rate 0.13% among 350,000; in the data active means a potency from the dose series; inconclusive means inhibition mostly from about 14% at the one dose, without a potency; inactive means the rest, 99 in 100 with inhibition below about 12%; further: strong numbers were not always called active
PhoP GFP inhibition: Inhibition of PhoP regulon, Salmonella typhi GFP reporter cells, confirmation, 4 h (AID 1850); Salmonella Typhi PhoP-promoter GFP reporter, fluorescence, 4 h; higher % means a stronger effect; inhibition, % at 50 µM; hits with a dose series show IC50 in µM; hit rate 0.33% among 310,000; in the data active means a potency from the dose series; inconclusive means inhibition mostly from about 25% at the one dose, without a potency; inactive means the rest, 99 in 100 with inhibition below about 19%;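 further: 0% = induced wells with vehicle and 100% = uninduced wells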
M. tuberculosis HTS: M. tuberculosis growth inhibition, HTS (AID 449762); M. tuberculosis H37Rv growth inhibition, 7H9 media; higher % means a stronger effect; inhibition, % at 25 µM, or IC50 in µM where a hit was titrated; hit rate 0.59% among 330,000; in the data active means a potency from the dose series; inconclusive means inhibition above about 70% without an active follow-up result;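 further: bacterial growth assessed after seven days of incubation; strong numbers were not always called active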
influenza NS1A: NS1A inhibition, H1N1 influenza, cell based functional assay (AID 504329); NS1A functional cell-based assay, percent inhibition; higher % means a stronger effect; one-dose inhibition, % at 12.5 µM; IC50 in µM for titrated hits; hit rate 0.3% among 340,000; in the data active means a potency from the dose series; inconclusive means inhibition above about 27% without an active follow-up result; further: strong numbers were not always called active
tuberculosis growth: growth inhibition of non-replicating M. tuberculosis (AID 488890). Mycobacterium tuberculosis non-replicating, growth inhibition; higher % means a stronger effect. hit rate 0.39% among 320,000. one-dose inhibition, % at 25 µM; IC50 in µM for titrated hits; in the data active means a potency from the dose series; inconclusive means inhibition mostly from about 82% at the one dose, without a potency; inactive means the rest, 99 in 100 with inhibition below about 76%;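 further: plate controls were DMSO cells for no effect and high antibiotic wells for full effect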
VEEV TC-83 Vero 10K pilot screen: recorded beside VEEV TC-83 Vero, whose call it bears; inhibition, %; measured here: 10K pilot screen inhibition
* hit, by the source's call; i = inactive; ? = inconclusive; · = no result given.

SMILES	VEEV TC-83 Vero	PhoP GFP inhibition	M. tuberculosis HTS	influenza NS1A	tuberculosis growth	others
CCOC(=O)[C@H]1[C@H]2COc3ccc(OC)cc3[C@H]2N2C(=O)CNC(=O)[C@@]12C	6.7%	·	-6.4%	-30.8%	11.5%
CC1(C)CC2CC(C)(CN2S(=O)(=O)c2ccc(N)cc2)C1 (configuration not stated)	i	-2.8%	-5.3%	-4.1%	5.6%
COC(=O)C(NC(C)=O)(Nc1ccc(C)cn1)C(F)(F)F (configuration not stated)	2.6%	-4.0%	-2.6%	11.7%	-9.6%
CCn1c(C)cc(/C=C2\NC(=O)N(Cc3ccccc3)C2=O)c1C	9.6%	-4.5%	-2.4%	9.5%	22.3%
O=C(O)CN1C(=O)/C(=C\c2cccc(OCc3ccc(F)cc3)c2)SC1=S	0.8%	4.8%	6.9%	-9.6%	10.6%
Oc1ccc(Br)cc1/C=N/n1cnc2ccccc21	i	-5.2%	7.9%	-2.0%	12.6%
c1ccc2c(Nc3nnc(-c4ccncc4)s3)cccc2c1	1.5%	27.8%	38.3%	-3.3%	23.7%
Cc1ccc(-c2nc(C#N)c(NCCN3CCCCC3)o2)cc1	i	1.4%	-5.3%	4.7%	3.6%
Cc1ccc([N+](=O)[O-])cc1-c1ccc(/C=N/NC(=O)c2cc3c(ccc4ccccc43)o2)o1	9.1%	-6.9%	4.6%	10.9%	-3.0%
O=c1ncn(-c2ccc(F)cc2)c2ncccc12	i	-1.2%	-4.7%	-4.1%	-0.2%
CCOC(=O)N1CCC(NC(=O)Cn2ncc3c2-c2cc(C)ccc2OC3)CC1	0.2%	3.5%	-8.9%	0.8%	3.7%
CCCCCCCC/C=C\CCCCCCCC(=O)NCCc1ccc(O)c(O)c1	7.3%	5.1%	-1.3%	2.5%	-16.9%
O=C(Cc1n[nH]c(=O)c2ccccc12)OCc1c(Cl)cccc1Cl	8µM*	2.6%	4.8%	13.9%	13.1%
CC1=CC2=NC(=O)/C(=C\c3cc(C)n(-c4ccccc4)c3C)C(=N)N2O1	0.4%	2.9%	-3.3%	-0.4%	-0.4%
COC(=O)Cn1c(=NC(=O)c2cc(OC)c(OC)c(OC)c2)sc2cc(OC)ccc21	2.5%	-3.8%	0.5%	4.5%	-9.5%
CCOC(=O)C1CCN(C(=O)Cn2cnc3sc(C)c(S(=O)(=O)N4CCOCC4)c3c2=O)CC1	1.4%	-14.3%	27.5%	7.9%	2.3%
COCC(C)n1c(COc2ccccc2F)nnc1SCC(=O)Nc1oc(C)c2c(C)n[nH]c(=O)c12 (configuration not stated)	0.7%	8.0%	0.2%	-5.0%	14.4%
CCN(CC)CCCN(Cc1cc2cc3c(cc2[nH]c1=O)OCO3)C(=S)NCc1ccco1	1.2%	-1.0%	2.5%	-5.7%	15.2%
Clc1ccc(-c2nn3cnnc3s2)c(Cl)c1	1.8%	-2.3%	-1.4%	5.4%	-6.0%
O=C(NNC(=S)NCc1ccccc1)c1cccc([N+](=O)[O-])c1	0.5%	-0.4%	4.1%	4.2%	-11.5%
COc1ccc(OC)c(NC(=O)C2CCCNC2=O)c1 (configuration not stated)	i	0.8%	1.1%	-8.2%	5.3%
Nc1nc(-c2ccccc2)ns1	0.3%	·	·	-2.4%	·
Cc1cc(Cl)ccc1NC(=S)N1CCOCC1	1.9%	-3.0%	1.2%	-1.9%	-10.9%
C=CCn1c(SCC(=O)Nc2cc(Cl)ccc2C(=O)O)nc2sc(C)c(C)c2c1=O	0.1%	·	-8.3%	1.6%	29.2%
CCCN1C(=O)c2ccc(C(=O)NC3CCCCC3)cc2C1=O	0.8%	-10.9%	5.9%	-7.9%	15.5%
COC(=O)Cn1c(N)[n+](Cc2ccccc2)c2ccccc21	2.4%	-7.6%	-5.0%	2.1%	-8.1%
Cc1noc(C)c1COc1cccc(C(=O)OC(C)C(=O)Nc2ccc3c(c2)OCO3)c1 (configuration not stated)	2.5%	3.2%	-1.0%	-4.5%	18.8%
Fc1ccc(CNCCc2ccccc2)cc1	0.4%	14.4%	5.7%	2.5%	4.1%
COC(=O)Nc1nnc(COc2ccccc2)s1	1.9%	-7.5%	6.3%	·	50.6%
O=C(Nc1cccc([N+](=O)[O-])c1)N1CCN(c2ccccc2)CC1	i	6.6%	2.5%	2.1%	29.9%
Cc1ccc(-n2c3c(cc(C(=O)N4CCN(C)CC4)c2=O)C(=O)CC(C)(C)C3)cc1	0.4%	-13.4%	-6.8%	0.0%	10.7%	VEEV TC-83 Vero 10K pilot screen=0.8
Cc1cc(N)n(-c2ccccc2C)n1	0.7%	-4.5%	-1.1%	-7.4%	1.1%
Cc1csc2c(N3CCN(C(=O)c4ccc(C(C)(C)C)cc4)CC3)ncnc12	0.8%	3.1%	7.0%	0.3%	33.6%
CCOC(=O)CNC(=O)CSc1nnc(-c2ccc(OC)cc2)n1CC	1.0%	8.0%	-6.9%	-0.8%	-12.9%
COC(=O)c1c(NC(=O)c2nc3nc(C)cc(C(F)F)n3n2)sc2c1CCC2	1.3%	19.4%	6.5%	1.4%	16.5%
Cc1ccsc1/C=N\NC(=O)Cn1nnc2ccccc21	0.3%	3.5%	-2.9%	1.2%	-7.4%
COC(=O)CCCCCCCCC(O)CN(C)C (configuration not stated)	0.1%	10.4%	-5.6%	2.3%	-0.6%
COc1cc(C(=O)CSc2nncn2C)cc(OC)c1OC	2.0%	2.4%	-11.2%	-18.8%	-0.8%
COc1ccc(-n2c3c(cc(C(=O)Nc4ccc(C)cc4)c2=O)C(=O)CCC3)cc1	i	-0.2%	-8.7%	0.1%	-8.9%
CCCCNC(=O)c1cc2c(=O)n(CC)c3ccccc3c2s1	0.8%	-12.2%	-0.6%	-0.2%	-7.4%
COc1ccc(N2CCN(C(=O)c3ccc(CS(=O)Cc4ccc(Cl)cc4)o3)CC2)cc1 (configuration not stated)	3.3%	-0.4%	7.0%	1.9%	19.5%
COc1cccc(-c2nc3ccc(C(=O)N4CCCC(O)C4)cc3o2)c1 (configuration not stated)	8.5%	14.5%	4.5%	11.1%	12.1%
c1ccc2c(c1)-c1cccc3cncc-2c13	1.2%	·	·	-18.1%	·
C/C(=N\NC(=O)c1ccccc1N)c1ccc(NC(=O)Cc2ccccc2)cc1	5.8%	-4.8%	4.0%	18.6%	4.4%
CC(C)(C)c1ccc(CSc2ccc(S(=O)(=O)N3CCOCC3)cn2)cc1	i	·	30.3%	-11.5%	26.6%
CCOc1ccccc1Nc1nc(N)nc(CSc2nccc(C)n2)n1	5.9%	2.3%	-2.7%	14.5%	22.0%
COc1ccc(C)cc1S(=O)(=O)Nc1ccc2c(c1)N(C(C)=O)CCC2	8.2%	4.2%	-1.5%	-2.6%	-16.1%
CCCCOC(=O)n1c(=O)oc2ccccc21	1.8%	22.0%	-4.1%	-6.7%	36.5%
CO/N=C/C(=N\Nc1ccccc1)C(=O)c1ccccc1	2.3%	15.5%	-0.1%	11.0%	11.1%
CCOC(=O)Cc1csc(NC(=O)c2c(O)c3ccccc3n(CC(C)C)c2=O)n1	2.0%	-0.4%	?	0.5%	?

(next part)
SMILES	VEEV TC-83 Vero	PhoP GFP inhibition	M. tuberculosis HTS	influenza NS1A	tuberculosis growth	others
O=C(c1ccc(S(=O)(=O)Nc2ccccc2F)cc1)N1CCCCCC1	1.2%	-0.3%	-0.5%	-15.3%	-11.9%
COc1cccc(CNC(=O)C2CCN(S(=O)(=O)c3ccc4c(c3)CC(C)N4C(=O)C3CC3)CC2)c1 (configuration not stated)	0.9%	-21.9%	0.5%	-1.8%	20.3%
CCOC(=O)Cn1c(=O)oc2cc(S(=O)(=O)NCC3CCCO3)ccc21 (configuration not stated)	1.1%	23.1%	3.8%	22.0%	·
Cc1nc2ccc(S(=O)(=O)NC(C(=O)N3CCC(C)CC3)C(C)C)cc2s1 (configuration not stated)	0.3%	-7.6%	-5.0%	-4.1%	-2.5%
COc1ccc(NC(=O)C2=C(C)NC(=O)NC2c2ccccc2[N+](=O)[O-])cc1 (configuration not stated)	i	1.8%	3.3%	-3.6%	14.6%
COc1ccccc1NC(=O)Cn1cnc2c(oc3ccccc32)c1=O	3.7%	12.3%	-5.0%	-4.8%	·
Cc1ccc2c(c1)nnn2C1CCN(CC(=O)c2ccc(Cl)cc2)CC1	1.1%	5.6%	2.6%	4.0%	30.2%
CC(=O)Nc1ccc(NC(=O)C2C3C=CC(C3)C2C(=O)O)cc1 (configuration not stated)	0.6%	-9.0%	-5.7%	0.0%	-8.6%
O=C(Nc1nccs1)C1CCCN1S(=O)(=O)c1cccc2cccnc12 (configuration not stated)	0.1%	-7.8%	-15.1%	-3.9%	2.5%
Cc1ccc(-c2n[nH]c3c2C(c2cccc(O)c2)N(c2ccc(C(=O)O)cc2)C3=O)cc1 (configuration not stated)	1.4%	3.6%	-0.6%	-3.8%	-0.2%
COc1ccc(OCc2cc(C(=O)N3CCN(CC(=O)N(C)C)CC3)no2)c(Cl)c1	2.7%	-6.8%	2.2%	7.7%	-8.0%
COc1ccc(Cc2nc3ccc(C(=O)N(C)CCCN4CCOCC4)cc3o2)cc1	3.1%	11.3%	0.2%	0.5%	-1.1%
CCN(CC)CC(=O)NN(Cc1ccccc1)c1ccccc1	0.2%	9.0%	-2.2%	10.8%	2.3%
Cc1ccc(NC(=O)CSCC(=O)NC2CCCCC2)cc1	2.1%	4.2%	-8.9%	-2.7%	33.9%
O=C(O)Cn1cnc2ccccc2c1=O	0.5%	-2.9%	-0.3%	2.7%	-8.1%
Cc1ccc(OCC(=O)NCCN2CCN(C(=O)COc3ccc(C)cc3)CC2)cc1	4.8%	-5.0%	-4.0%	0.9%	10.5%
CCCCn1c(O)c(/C=C/C=Nc2ccccc2)c(=O)[nH]c1=O	0.0%	-12.1%	1.5%	-5.2%	-7.7%
O=C(O)c1ccc(N2C(=O)C3ON(c4ccccc4)C(c4ccccc4F)C3C2=O)cc1 (configuration not stated)	0.5%	3.2%	-3.1%	-13.4%	2.9%
Cc1cccc(N2C(N)=NC(N)=NC23CCCCC3)c1	i	1.5%	-6.5%	-5.6%	2.9%
CCCCC(CCC(=O)Nc1ccc(C(=O)OC)cc1)C(=O)O (configuration not stated)	0.4%	-12.7%	10.2%	0.9%	5.4%

Part of the list above in order of SMILES length, highest first:
SMILES	VEEV TC-83 Vero	PhoP GFP inhibition	M. tuberculosis HTS	influenza NS1A	tuberculosis growth	others
CCOC(=O)[C@H]1[C@H]2COc3ccc(OC)cc3[C@H]2N2C(=O)CNC(=O)[C@@]12C	6.7%	·	-6.4%	-30.8%	11.5%
Cc1ccc(-c2n[nH]c3c2C(c2cccc(O)c2)N(c2ccc(C(=O)O)cc2)C3=O)cc1 (configuration not stated)	1.4%	3.6%	-0.6%	-3.8%	-0.2%
O=C(O)CN1C(=O)/C(=C\c2cccc(OCc3ccc(F)cc3)c2)SC1=S	0.8%	4.8%	6.9%	-9.6%	10.6%
COc1ccc(Cc2nc3ccc(C(=O)N(C)CCCN4CCOCC4)cc3o2)cc1	3.1%	11.3%	0.2%	0.5%	-1.1%
O=C(Cc1n[nH]c(=O)c2ccccc12)OCc1c(Cl)cccc1Cl	8µM*	2.6%	4.8%	13.9%	13.1%
Cc1ccsc1/C=N\NC(=O)Cn1nnc2ccccc21	0.3%	3.5%	-2.9%	1.2%	-7.4%
COc1ccc(OC)c(NC(=O)C2CCCNC2=O)c1 (configuration not stated)	i	0.8%	1.1%	-8.2%	5.3%

Following part
SMILES	VEEV TC-83 Vero	PhoP GFP inhibition	M. tuberculosis HTS	influenza NS1A	tuberculosis growth	others
S=c1[nH]nc(C2CCCCC2)n1/N=C/c1cccs1	i	-0.7%	-7.7%	-1.1%	-0.6%
O=C(COC(=O)c1ccccc1O)Nc1cc(S(=O)(=O)N2CCCCCC2)ccc1Cl	1.5%	·	-2.6%	-11.1%	-0.6%
C=CCNC(=O)c1onc(CSc2ccccc2C)c1C(=O)O	i	-2.0%	9.9%	-2.8%	-3.5%
CCCCNC(=S)NNC(=O)c1nn(C)c(C)c1Cl	3.5%	-8.3%	-4.5%	-0.3%	-26.9%
CC1CCCCN1C(=O)Nc1cccc(C(F)(F)F)c1 (configuration not stated)	0.7%	-4.3%	-14.2%	4.0%	-13.9%
CCOC(=O)c1c(C)[nH]c(C)c1C(=O)COC(=O)/C=C/c1ccc(Cl)cc1	i	-1.4%	-5.6%	-6.5%	48.8%
CC(C)(C)c1ccc(C(=O)N2CCN(c3ccc(N4CCOCC4)nn3)CC2)cc1	5.8%	4.4%	-1.9%	12.2%	12.2%
Cc1ccc(-c2cc3nc(-c4ccccc4)cc(N4CCOCC4)n3n2)cc1	1.7%	·	·	-13.9%	·
O=C1NC(=S)NC1Cc1ccc(O)cc1 (configuration not stated)	i	·	·	13.6%	·
